Screens (PubChem BioAssay)
Bim-Bcl-B – inhibitors of Bim-Bcl-B binding, primary screen, biochemical, multiplexed, human Bcl-2 family; bead-based flow cytometry, Bim peptide-Bcl-B binding; inhibition, % at 10 µM; 190,000 compounds, 0.073% hits; Bcl-2-like protein 10 (Homo sapiens), Q9HD36;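 note: 0% = tracer peptide without compound and 100% = reference inhibitor peptide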
Target sequence (Q9HD36 whole entry, looked up): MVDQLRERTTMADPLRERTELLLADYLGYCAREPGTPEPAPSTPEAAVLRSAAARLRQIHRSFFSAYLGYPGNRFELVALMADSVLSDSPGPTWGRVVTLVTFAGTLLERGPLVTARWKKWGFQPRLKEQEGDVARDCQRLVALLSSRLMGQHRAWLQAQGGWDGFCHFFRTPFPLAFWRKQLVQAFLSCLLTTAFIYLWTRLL
Rac1 wt modul – wildtype Rac1 GTP binding modulators, primary screen, biochemical, GST-Rac1 beads, flow cytometry, multiplex; Ras-related C3 botulinum toxin substrate 1 (Homo sapiens), P63000; fluorescent GTP binding; actives lie on both sides; 0 = cold GTP competed, 100 = untreated; GTP binding activity (% of control), % at 10 µM; 190,000 compounds, 0.27% hits; AID 757, 2007;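 active = GTP binding activity at least 20 points away from the 100% control level, either lower or higher; inconclusive = compound flagged as likely green fluorescent, judged across all proteins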
Rab2A wt mod – modulators of GTP binding to Rab2A wildtype, primary screen, biochemical, dog, bead-based flow cytometry, multiplex; GST-Rab2 wt beads, Bodipy-GTP binding; GTP binding activity, % at 10 µM; 190,000 compounds, 0.19% hits; AID 760, 2007;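 active = GTP binding activity at least 20 points away from 100%, either lowered or raised; inconclusive = signal likely due to the compound's own green fluorescence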;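 note: 0% = beads with excess unlabeled GTP and 100% = no-compound control corrected for plate trend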
HRas wt GTP bind – modulators of GTP binding to HRas wildtype, primary screen, biochemical, bead-based flow cytometry, multiplex; 190,000 compounds, 0.14% hits; GTP binding activity, % at 10 µM; GST-Ras wt beads, Bodipy-FL-GTP binding; actives lie on both sides;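 active = GTP binding activity at least 20% away from the 100% baseline, either lowered as inhibitor or raised as activator; inconclusive = flagged as likely green fluorescent, judged across all proteins in the well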;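 note: 0% = unlabeled GTP competition control and 100% = no-compound control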
Target sequence (P01112 whole entry, looked up): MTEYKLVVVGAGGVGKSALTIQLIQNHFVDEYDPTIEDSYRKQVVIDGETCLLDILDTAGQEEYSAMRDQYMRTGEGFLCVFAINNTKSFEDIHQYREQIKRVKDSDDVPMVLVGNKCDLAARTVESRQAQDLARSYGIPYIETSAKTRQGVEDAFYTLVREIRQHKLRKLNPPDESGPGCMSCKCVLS
Bcl-W Bim block – inhibitors of Bim binding to Bcl-W, primary screen, biochemical, multiplexed, bead-based flow cytometry; Bcl-2-like protein 2 (Homo sapiens), Q92843; Bim peptide-Bcl-W binding; inhibition, % at 10 µM; 190,000 compounds, 0.02% hits;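 note: 0% = bound tracer without compound and 100% = peptide blocker; higher means less fluorescent Bim peptide bound to Bcl-W beads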
Target sequence (Q92843 whole entry, looked up): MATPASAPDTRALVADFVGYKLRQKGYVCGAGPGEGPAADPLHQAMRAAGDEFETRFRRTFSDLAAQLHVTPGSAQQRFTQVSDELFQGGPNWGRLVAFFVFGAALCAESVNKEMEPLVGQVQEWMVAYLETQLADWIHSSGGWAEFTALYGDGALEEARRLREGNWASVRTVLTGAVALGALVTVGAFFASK
Cdc42 wt – modulators of GTP binding to wildtype Cdc42, primary screen, biochemical, multiplex bead flow cytometry, Bodipy-GTP; AID 761, 2007; GST-Cdc42 beads; actives lie on both sides; percent activity (GTP binding), % at 10 µM; Cell division control protein 42 homolog (Homo sapiens), P60953; 190,000 compounds, 0.2% hits;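 active = percent activity GTP binding at least 20 points away from the 100% baseline, either down as inhibitor or up as activator; inconclusive = compound flagged as likely green fluorescent from well-wide comparison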;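 note: median bead fluorescence of bound Bodipy-FL-GTP at 100 nM; 0% = excess unlabeled GTP control and 100% = no compound control; below 100% means less GTP binding so inhibitor and above means activator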
Target sequence (P60953 whole entry, looked up): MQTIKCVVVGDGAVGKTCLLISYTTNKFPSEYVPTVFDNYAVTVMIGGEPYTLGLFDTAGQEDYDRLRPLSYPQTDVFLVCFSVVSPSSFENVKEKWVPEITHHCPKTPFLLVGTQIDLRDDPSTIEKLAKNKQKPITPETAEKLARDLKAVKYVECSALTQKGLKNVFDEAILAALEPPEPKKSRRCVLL
Bim-Bcl-XL – inhibitors of Bim-Bcl-XL binding, primary screen, biochemical, multiplexed, bead flow cytometry, human Bcl-XL. 190,000 compounds, 0.04% hits. Bim peptide-Bcl-XL binding, fluorescence. inhibition, % at 10 µM. AID 1007, 2008
Target sequence (Q07817 whole entry, looked up): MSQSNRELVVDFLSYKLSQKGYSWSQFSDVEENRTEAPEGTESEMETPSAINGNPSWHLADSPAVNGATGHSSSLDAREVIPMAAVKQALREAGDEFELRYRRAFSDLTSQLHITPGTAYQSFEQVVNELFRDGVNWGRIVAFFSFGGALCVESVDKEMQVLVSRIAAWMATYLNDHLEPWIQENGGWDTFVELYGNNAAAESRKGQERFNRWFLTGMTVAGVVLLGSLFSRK
Bim-Bfl-1 – inhibitors of Bim binding to Bfl-1, primary screen, biochemical, multiplexed, bead-based flow cytometry | Bcl-2-related protein A1 (Homo sapiens), Q16548 | Bim-Bfl-1 binding inhibition | inhibition, % at 10 µM | 190,000 compounds, 0.12% hits | AID 1008, 2008;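 note: 0% = wells without compound plus tracer and 100% = blocker peptide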
Rac1 act GTP bind – GTP binding modulators of activated mutant Rac1, primary screen, biochemical, bead-based flow cytometry, multiplex, fluorescent GTP; Ras-related C3 botulinum toxin substrate 1 (Homo sapiens), P63000; GST-Rac1 activated beads; actives lie on both sides; 100% means binding = to untreated wells; percent activity (GTP binding), % at 10 µM; 190,000 compounds, 0.11% hits; AID 764, 2007;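 active = GTP binding at least 20 percentage points away from the 100% baseline, in either direction, so actives lie on both sides; inconclusive = Compound likely fluorescent itself, or too few beads counted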
Rab7 wt GTP bind – modulators of GTP binding to Rab7, primary screen, biochemical, wildtype, multiplex bead flow cytometry; Rab7 GTPase wild type (dog), Bodipy-FL-GTP binding; GST-Rab7 beads, fluorescent GTP binding; actives lie on both sides; untreated = 100%, excess cold GTP = 0%; GTP binding activity (percent of control), % at 10 µM; 190,000 compounds, 0.055% hits; AID 758, 2007;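 active = fluorescent GTP binding to Rab7 beads changed by at least 20 points from the 100% baseline, either direction, mostly lower; inconclusive = compound itself probably fluorescent, or too few beads counted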;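 note: median green fluorescence of bound Bodipy-FL-GTP per Rab7 bead population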
Bcl-2 Bim block – inhibitors of Bim-Bcl-2 binding, primary screen, biochemical, multiplexed, human Bcl-2 family; Apoptosis regulator Bcl-2 (Homo sapiens), P10415; Bead-based flow cytometry, Bim peptide-Bcl-2 binding; inhibition, % at 10 µM; 190,000 compounds, 0.06% hits; AID 950, 2007; in the data active = inhibition above about 40%; inconclusive = no clear call, values can overlap the other calls;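 note: 0% = no compound wells with probe peptide and 100% = reference peptide inhibitor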
* hit, by the source's call; ? = inconclusive. Cut-off read from the data, not from the text of the source, unless noted: active = inhibition above about 40%.

item	smiles	Rab2A wt mod	Bcl-2 Bim block	Bim-Bfl-1	Rac1 act GTP bind	HRas wt GTP bind	Rab7 wt GTP bind	Bim-Bcl-XL	Rac1 wt modul	Bim-Bcl-B	Cdc42 wt	Bcl-W Bim block
1	CN(C1CCS(=O)(=O)C1)S(=O)(=O)c1ccc(N2CCCC2=O)cc1 (stereo not given)	99	-3	0	100	100	97	-1	100	1	102	-1
2	O=[N+]([O-])c1cccc(N/N=C/c2cc([N+](=O)[O-])ccc2O)c1	90	0	-2	93	93	94	2	96	-1	91	0
3	O=C1c2ccccc2CN1CCNS(=O)(=O)c1ccc(Cl)cc1	98	-2	-3	96	98	95	-1	98	0	101	-4
4	CC(C)Cn1c(=O)c(C(=O)Nc2ccccc2S(N)(=O)=O)c(O)c2ccccc21	99	-3	-11	99	102	99	-1	108	-3	101	10
5	Cc1ccc(NC(=O)c2ccc3nc[nH]c3c2)c(O)c1	94	-2	-2	94	94	94	0	96	-1	91	-2
6	CCOC(=O)Nc1ccc(S(=O)(=O)NCc2ccccc2)cc1	99	-3	-12	95	102	102	-13	105	-6	99	4
7	Cc1ccc(C(=O)NC2c3ccccc3-c3ccccc32)cc1	100	-6	-14	101	101	104	-16	103	-15	100	-6
8	O=C(O)CSc1cc(C(=O)c2ccccc2O)cn2c(=O)c3c(-c4ccccc4)csc3nc12	82	-2	-4	80	84	93	-3	85	-6	81	-3

Entries by screen from the entries so far.
Bcl-2 Bim block, entries 3 to 7 → -2, -3, -2, -3, -6

Next structures follow.
item	smiles	Rab2A wt mod	Bcl-2 Bim block	Bim-Bfl-1	Rac1 act GTP bind	HRas wt GTP bind	Rab7 wt GTP bind	Bim-Bcl-XL	Rac1 wt modul	Bim-Bcl-B	Cdc42 wt	Bcl-W Bim block
9	Cc1ccc2c(c1)CCCN2C(=O)c1ccco1	104	-1	-3	101	102	102	0	101	-1	104	2
10	Cc1c(NS(=O)(=O)c2cccc3nsnc23)c(=O)n(-c2ccccc2)n1C	100	-2	-6	101	101	97	-5	102	-8	105	-4
11	CCOc1ccc(C2C(C(=O)Nc3ccc(F)cc3)=C(C)Nc3nc(CCCO)nn32)cc1 (stereo not given)	100	-6	-13	98	100	101	-3	101	-8	100	-1
12	CC(C)=C1C2CCC1C(C(=O)NCCc1ccccc1)C2C(=O)O (stereo not given)	94	-2	-1	97	94	97	-8	97	-5	96	-4
13	CCOC(=O)c1oc2c(c1C)/C(=N/O)CCC2	104	1	-1	101	102	96	-2	101	0	105	-1
14	Cc1csc(NC(=O)CSc2nnc3c4ccccc4nc(C(C)(C)C)n23)n1	101	-12	-10	101	101	98	-5	101	-9	102	0
15	CC(C)c1ccc(N(CC(=O)NCCSCc2ccco2)S(C)(=O)=O)cc1	95	3	-5	95	97	95	1	99	1	97	0
16	Clc1ccc(COc2ccccc2-c2ccnc3ncnn23)cc1	90	0	-5	95	94	90	-4	95	-3	95	-4

Some values from above:
Bcl-W Bim block, CC(C)c1ccc(N(CC(=O)NCCSCc2ccco2)S(C)(=O)=O)cc1 = 0
Bim-Bcl-B, CCOC(=O)c1oc2c(c1C)/C(=N/O)CCC2 = 0
Bcl-2 Bim block, Cc1c(NS(=O)(=O)c2cccc3nsnc23)c(=O)n(-c2ccccc2)n1C = -2
Rab7 wt GTP bind, Cc1csc(NC(=O)CSc2nnc3c4ccccc4nc(C(C)(C)C)n23)n1 = 98
Rac1 act GTP bind, Cc1ccc2c(c1)CCCN2C(=O)c1ccco1 = 101
Bim-Bcl-B, CC(C)=C1C2CCC1C(C(=O)NCCc1ccccc1)C2C(=O)O (stereo not given) = -5
Cdc42 wt, Clc1ccc(COc2ccccc2-c2ccnc3ncnn23)cc1 = 95

3 structures from above, arranged by heavy-atom count, smallest number first.
item	smiles	Rab2A wt mod	Bcl-2 Bim block	Bim-Bfl-1	Rac1 act GTP bind	HRas wt GTP bind	Rab7 wt GTP bind	Bim-Bcl-XL	Rac1 wt modul	Bim-Bcl-B	Cdc42 wt	Bcl-W Bim block
12	CC(C)=C1C2CCC1C(C(=O)NCCc1ccccc1)C2C(=O)O (stereo not given)	94	-2	-1	97	94	97	-8	97	-5	96	-4
15	CC(C)c1ccc(N(CC(=O)NCCSCc2ccco2)S(C)(=O)=O)cc1	95	3	-5	95	97	95	1	99	1	97	0
14	Cc1csc(NC(=O)CSc2nnc3c4ccccc4nc(C(C)(C)C)n23)n1	101	-12	-10	101	101	98	-5	101	-9	102	0

Remaining list, next part
item	smiles	Rab2A wt mod	Bcl-2 Bim block	Bim-Bfl-1	Rac1 act GTP bind	HRas wt GTP bind	Rab7 wt GTP bind	Bim-Bcl-XL	Rac1 wt modul	Bim-Bcl-B	Cdc42 wt	Bcl-W Bim block
17	O=C(c1cccs1)N1N=C(c2ccccc2)CC1c1ccc(O)cc1 (stereo not given)	102	-2	0	102	102	101	-5	105	-6	102	-4
18	COc1cc(OC)c(C2C(C#N)=C(N)Oc3cc(C)n(CCCN4CCOCC4)c(=O)c32)cc1OC (stereo not given)	103	0	-2	99	105	102	0	102	1	101	0
19	O=C(CN1C(=O)CSC1=O)Nc1ccccc1N1CCOCC1	98	-8	-5	96	98	99	-16	99	-9	99	-2
20	COc1ccc(S(=O)(=O)n2nc(OC(=O)c3ccncc3)cc2N)cc1	100	-3	-6	97	98	104	0	98	-8	96	0
21	Cc1cnc(C(=O)OCC(=O)Nc2ccc(C)c(S(=O)(=O)N3CCCCCC3)c2)cn1	98	-3	-5	94	98	106	0	100	-3	97	0
22	Cc1ccc(C(=O)n2c(=S)nc3ccccn32)cc1	96	-12	-14	95	97	96	7	95	-13	98	-2
23	Cc1ccc(N=CC=C2OC(C)(C)C(C)(C)O2)cc1	99	-8	-6	101	100	98	-7	99	-7	98	-5
24	CCC(=O)c1ccc2ncccc2c1	99	-11	-15	101	100	103	-5	103	-7	102	-4
25	Cc1cc(SCC(=O)N(C)c2c(N)n(Cc3ccccc3)c(=O)[nH]c2=O)nc2ccccc12	99	-1	-3	94	98	107	-3	99	-7	96	1
26	O=C(O)c1ccccc1S(=O)CCO (stereo not given)	?	-7	-11	?	?	?	-4	?	-2	?	3
27	CCc1ccc2nc(SCC(=O)N(CC)CC)c(C#N)cc2c1	96	-4	-7	96	97	99	-2	97	-5	95	2
28	O=C(Nc1ccc(Cl)cc1)Nc1ccc2c(c1)N1CCN=C1S2	100	-5	0	100	100	98	0	99	0	100	-2
29	COc1cccc(-n2c(CNc3ccc(F)cc3)nnc2SCC(N)=O)c1	98	0	4	98	99	101	-2	98	-4	100	1
30	NS(=O)(=O)c1ccc(CCNc2nc3c(-c4cccc(F)c4)nnn3c3ccccc23)cc1	85	-18	-15	94	86	91	-7	87	-17	93	-7
31	CSc1nc(-c2ccco2)nn1S(=O)(=O)c1ccccc1	91	-2	0	90	92	96	-4	92	-17	90	5
32	Cc1[nH]n(-c2ccc([N+](=O)[O-])cc2)c(=O)c1C=NCCc1c[nH]c2ccccc12	98	-7	-16	98	99	100	-2	102	-6	101	2
33	CCONC(=O)Nc1ccccc1[N+](=O)[O-]	104	-3	-1	100	102	98	-8	102	-4	103	-5
34	Cc1ccc(C(=O)OCC(=O)Nc2cc(S(=O)(=O)N3CCOCC3)ccc2C)cc1	96	-1	-1	94	97	102	0	103	-1	98	1
35	Cc1ccc(C(=O)NCCCn2ccnc2)cc1[N+](=O)[O-]	98	-6	-3	98	100	99	-3	99	0	100	-1
36	CCC(C)c1ccc(S(=O)(=O)N2CCN(C(=O)COc3ccc4c(C)cc(=O)oc4c3)CC2)cc1 (stereo not given)	93	-11	-14	90	95	92	-1	90	-7	94	0
37	CNC(=O)Nc1cc(C(C)(C)C)no1	96	-15	-14	93	100	96	-8	96	-12	97	0
38	c1csc(-c2csc(-c3cccs3)n2)c1	103	-8	-12	100	103	101	-5	110	-7	106	0
39	CC(C)OC(=O)Cn1nnc(-c2ccccc2)n1	104	-4	-12	101	101	100	-1	104	-3	101	1
40	CCN(C(=O)c1ccc(Br)cc1)c1ccccc1	96	-3	-7	94	95	99	-5	99	-5	94	-2
41	CC/C(O)=C1\C(=O)CC(c2ccccc2)CC1=NC(C)C (stereo not given)	101	-1	-2	99	101	102	-5	103	-4	98	-1
42	CC1CN(C(=O)c2cccc(S(=O)(=O)Nc3cc(Cl)ccc3Cl)c2)CC(C)O1 (stereo not given)	78*	4	-1	83	81	96	9	72*	7	79*	9
43	COc1ccc(C(=O)/C=C/c2ccc(OC)c(O)c2)c(F)c1	100	-8	-4	101	98	99	-4	104	-10	101	-5
44	O=C(CC1C(=O)NCCN1CC1CCCCC1)NC1(c2ccccc2)CC1 (stereo not given)	99	-3	-3	95	98	102	0	102	-7	98	-1
45	CCC(C)NC(=O)Cn1cnc2sc(C)cc2c1=O (stereo not given)	102	-9	-15	97	102	100	-6	107	-9	102	-4
46	Cc1ccc(C)c(N(CC(=O)NC(C)(C)C)C(=O)CNC(=O)c2cccs2)c1	95	0	0	96	96	96	-4	100	-8	99	-1
47	CC(OC(=O)c1nc(-c2ccccc2)n(-c2ccccc2)n1)C(=O)Nc1cc(Cl)cc(Cl)c1 (stereo not given)	95	-5	-3	97	97	97	-3	97	-4	96	-3
48	CCc1nc(N[C@@H](CC(C)C)C(=O)O)c2oc3ccccc3c2n1	92	4	2	90	94	90	1	92	3	91	2
49	CCOC(=O)/C(N=Nc1sc(C(=O)OCC)c(C)c1C(=O)OCC)=C(\C)O	99	-1	-4	102	97	95	-3	102	-1	100	-2
